Screening results from PubChem.
HTR5A inv ag: HTR5A inverse agonists in luminescence cell assay, primary screen, counter-screen for OPRM1-OPRD1 heterodimer inverse agonist project, full-deck HTS | inhibition, % at 9.3 µM | HTR5A cell line, inverse agonism | AID 504634, 2011 | hit rate 0.083% among 340,000 | 5-hydroxytryptamine receptor 5A (Homo sapiens), P47898; in the data active = inhibition mostly above about 23%, no sharp cut-off; inactive = mostly below about 18%;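 also: 0% = cells with DMSO and 100% = no-cell wells with DMSO; some compounds called inactive have numbers as strong as hits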
PKA-R1A activ: activators of PKA-R1A holoenzyme, primary screen, biochemical, fluorescence polarization, Cy5-IP20, bovine R1A, mouse PKAc | activation, % at 11.4 µM | hit rate 0.083% among 340,000 | cAMP-dependent protein kinase type I-alpha regulatory subunit (Bos taurus) + … | PKA-R1A dissociation; scaled: DMSO 0%, 113 µM cGMP 100%;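 active = percent activation above the mean of all tested compounds plus 3 SD, cut at about 19% in these data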;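 also: higher means more PKAc released from R1A so a rise in polarization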
PKA-R2B act: activators of PKA-R2B holoenzyme, primary screen, biochemical, fluorescence polarization, Cy5-IP20, human; activation, % at 11.4 µM; AID 504700, 2011; PKA-R2B holoenzyme dissociation; R2B truncated from residue 108, S112A mutant; 0% DMSO only, 100% 113 µM cGMP; hit rate 0.079% among 340,000;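 active = activation above a cutoff set at the mean over all compounds plus 3 SD, cut at about 18% in these data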;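 also: higher means more holoenzyme dissociation and a rise in polarization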
Ecoli viability: E. coli V3065 growth inhibition, primary screen, counter-screen for AddAB inhibitor project, absorbance, OD600. 18 h. inhibition, % at 11.9 µM. hit rate 0.27% among 330,000. AID 449728, 2010;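 active = inhibition above the campaign's mean inhibition across all tested compounds plus 3 SD, cut at about 9.9% in these data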;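 also: uninfected addAB+ strain grown without phage in ampicillin broth; 0% = DMSO wells and 100% = ciprofloxacin 0.95 µg/ml wells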
OPRM1-OPRD1 ag: agonists of OPRM1-OPRD1 heterodimerization, primary screen, cell-based, luminescence; cells; Mu-type opioid receptor (Homo sapiens) + Delta-type opioid receptor (Homo sapiens), …; hit rate 0.3% among 340,000; activation, % at 9.3 µM; in the data active = activation above about 18%;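 also: 0% = vehicle-treated cells and 100% = reference agonist; values of inactives mirror those of a sister screen read the other way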
Target sequence (P35372 whole entry, looked up): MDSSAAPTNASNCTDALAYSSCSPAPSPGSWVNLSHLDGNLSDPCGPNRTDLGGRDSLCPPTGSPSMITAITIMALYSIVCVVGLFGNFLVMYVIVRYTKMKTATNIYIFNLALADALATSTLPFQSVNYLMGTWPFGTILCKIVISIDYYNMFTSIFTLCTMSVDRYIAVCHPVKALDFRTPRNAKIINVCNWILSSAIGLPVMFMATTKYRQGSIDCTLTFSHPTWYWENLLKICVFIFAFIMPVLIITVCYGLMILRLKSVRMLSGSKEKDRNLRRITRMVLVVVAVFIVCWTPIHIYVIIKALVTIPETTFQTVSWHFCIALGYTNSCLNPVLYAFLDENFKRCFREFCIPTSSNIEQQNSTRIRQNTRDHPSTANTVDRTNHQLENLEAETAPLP
Target sequence (P41143 whole entry, looked up): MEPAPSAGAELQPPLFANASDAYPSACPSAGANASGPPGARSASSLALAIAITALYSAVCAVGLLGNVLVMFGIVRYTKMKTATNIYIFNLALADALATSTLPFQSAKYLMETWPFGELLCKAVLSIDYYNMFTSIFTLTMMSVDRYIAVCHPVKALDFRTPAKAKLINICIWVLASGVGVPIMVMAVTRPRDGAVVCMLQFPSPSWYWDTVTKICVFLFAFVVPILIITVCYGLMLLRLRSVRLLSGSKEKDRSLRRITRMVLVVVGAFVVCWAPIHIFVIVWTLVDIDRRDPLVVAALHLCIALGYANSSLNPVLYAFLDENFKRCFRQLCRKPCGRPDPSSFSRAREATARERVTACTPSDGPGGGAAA
phage Ecoli inh: growth loss of phage-infected E. coli, primary screen, RecBCD inhibitor project, absorbance, with phage, HTS | inhibition, % at 11.9 µM | hit rate 0.26% among 360,000; in the data active = inhibition above about 11%
SUMO Mot1 rescue: yeast Mot1-301 growth rescue at high temperature, primary screen, SUMOylation pathway inhibitor project, S. cerevisiae, ATP luminescence, 38.5C. S. cerevisiae Mot1-301 growth rescue; percent above DMSO median, 100 means doubled. growth rescue, % at 18.8 µM. hit rate 1% among 320,000. AID 2716, 2010;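 active = every valid replicate shows activation above 250% relative to neutral control wells; inactive = the rest, any valid replicate at or below 250%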;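 also: OY570 slx delta 5 strain wells were the positive control but not used for scaling; some compounds called inactive have numbers as strong as hits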
AddAB inh: growth inhibition of E. coli expressing H. pylori AddAB, primary screen, AddAB inhibitor project, absorbance. AID 435030, 2010. inhibition, % at 11.9 µM. hit rate 0.29% among 330,000; in the data active = inhibition above about 12%;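 also: 0% = vehicle wells of infected cells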
Tat export inh: E. coli Tat export inhibitors, primary screen, MC4100, TorA-mCherry reporter, fluorescence, single point. inhibition, % at 10 µM. hit rate 0.036% among 340,000. AID 488895, 2010;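 active = mean replicate inhibition at least 50% and at least half of replicates individually reaching 50%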;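 also: exported cargo escapes ClpAP degradation while cytoplasmic cargo is degraded and loses fluorescence; 0% = median of neutral control wells and 100% = median of NaSCN control wells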
OPRM1-OPRD1 inv: inverse agonists of MOR-DOR heterodimerization, primary screen, cell-based, luminescence; AID 504357, 2011; Mu-type opioid receptor (Homo sapiens) + Delta-type opioid receptor (Homo sapiens), …; inhibition, % at 9.3 µM; hit rate 0.21% among 340,000; cell-based MOR-DOR heterodimer luminescence, inverse agonism; in the data active = inhibition above about 22%, passing the limit was not always enough;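 also: 0% = cells with DMSO and 100% = wells without cells with DMSO; values of inactives mirror those of a sister screen read the other way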
PfHsp90 yeast 2: growth inhibition of PfHsp90-expressing yeast, primary screen, antimalarial PfHsp90 inhibitor project, S. cerevisiae, BacTiter-Glo luminescence, single point, set 2; AID 504621, 2011; BacTiter-Glo ATP, 48 h; yeast lacking PDR1 and PDR3 efflux regulators; inhibition, % at 9.4 µM; hit rate 0.32% among 310,000;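 active = every replicate shows inhibition above about 80%, whatever the replicate mean, limit read from the data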;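 also: 0% = DMSO neutral controls and 100% = 20 µM radicicol positive controls; yeast relying on Plasmodium falciparum Hsp90 in place of its own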
Starred values were filed as active, the others as inactive; . = no result given; + = active, no number.

SMILES	HTR5A inv ag	PKA-R1A activ	PKA-R2B act	Ecoli viability	OPRM1-OPRD1 ag	phage Ecoli inh	SUMO Mot1 rescue	AddAB inh	Tat export inh	OPRM1-OPRD1 inv	PfHsp90 yeast 2
CC(=O)Cc1nsc(NC(=O)c2ccccc2Cl)n1	-8	-16	6	0.0	0.0	0.1	0	0.2	-1	0	30
O=S(=O)(c1cccc(-c2nnco2)c1)N1CCCC1	-27	-3	-6	0.9	-1.3	1.1	+	0.5	0	7	-11
CCCNS(=O)(=O)c1cc(Br)cc2c1N(C(=O)CC)CC2	-7	3	-5	-1.5	-2.1	1.6	7	-2.9	-3	12	.
Cc1cc(C)c(NS(=O)(=O)c2ccc3c(c2)NC(=O)C(C)C(=O)N3)c(C)c1 (stereo not drawn)	-12	-10	-18	-1.5	-1.1	2.4	-5	1.9	-5	6	-4
Cc1[nH]c2ccccc2c1/C=C/c1cc[n+](C)cc1	17	-2	-4	.	-0.8	0.8	.	.	-8	5	-3
Cc1ccc(CNC(=O)CNC(=O)[C@@H]2Cc3ccccc3CN2C(=O)OC(C)(C)C)cc1	19	-1	3	-1.4	1.8	1.8	3	0.2	-3	-10	16
COc1ccc(CCNCC(O)c2ccccc2)cc1 (stereo not drawn)	-7	-6	4	0.3	-0.3	1.3	-9	1.4	1	1	10
COc1cccc2[nH]c(C(=O)NCCCN3CCCC3=O)cc12	0	-4	-8	-0.8	-3.4	-0.6	-6	-0.4	-3	18	-5
CCCN1CNc2c(c(=O)[nH]c(=S)n2CCc2ccccc2)C1	0	1	-1	-1.4	-0.8	1.5	68	0.7	-7	4	-10
CCOC(=O)Cn1nc(-c2ccccc2)c2cnc3ccc(CC)cc3c21	-27	-9	8	-3.2	5.0	2.4	-16	-3.3	12	-28	-9
COc1ccc(C2/C=C\CN(C(=O)c3ccccc3)CC(=O)N2Cc2ccc(F)cc2)cc1 (stereo not drawn)	-26	-6	-2	-0.7	-0.8	1.1	37	2.2	5	4	11
C#CCNC(=O)C1=C[C@@H](c2ccc(C#C)cc2)C[C@@H](OCCCCO)O1	-21	-12	-4	-0.5	-2.4	-2.3	9	2.6	-3	14	4
O=S(=O)(NNc1ccc(Cl)nn1)c1ccc(F)cc1	2	-2	-9	-0.5	-1.7	3.4	53	5.6	-4	9	-14
CCOC(=O)C1CCN(C(=O)/C=C/c2ccc(S(=O)(=O)N3CCOCC3)cc2)CC1	1	2	2	0.0	-2.5	2.5	-23	1.1	0	12	-31
O=C(c1ccco1)N1CCN(S(=O)(=O)c2ccc(C3CCCCC3)cc2)CC1	10	-2	-5	0.4	0.1	2.7	-4	2.4	1	-1	-14
CC(C)N1CCN(Cc2cnc(-c3ccccc3)s2)CC1CCO (stereo not drawn)	14	-19	1	-2.7	6.4	3.9	-24	-0.5	2	-33	8
Cc1nc2ccccc2c2oc(C(=O)N3CCC(N4CCCCC4)CC3)cc12	-13	-2	-4	1.2	-0.5	.	6	-1.0	-1	3	-14
CCN1CCN(C(=O)/C=C\C(=O)O)CC1	-1	-4	-3	1.5	-0.5	2.9	275	1.8	-6	3	1
OCCC1CN(Cc2ccc3ncccc3c2)CCN1Cc1ccccc1 (stereo not drawn)	-3	-5	6	0.9	-0.1	3.5	25	-1.6	-8	1	-2
CCOC(=O)c1[nH]c(C)c(C(=O)/C=C/c2ccc(C(=O)O)cc2)c1C	8	10	10	2.1	-0.6	1.5	2	2.2	-5	4	8
CCCN1CCC(NCc2cn(C)nc2-c2ccc(Oc3ccccc3)cc2)CC1	20	1	-8	-0.4	-2.3	-0.3	-7	0.7	-5	12	22
CCN(CC)c1ccc(NC(=O)Cn2c(C(C)NC(=O)c3ccc(C)cc3)nc3ccccc32)cc1 (stereo not drawn)	.	-7	-19	.	.	0.9	.	.	-11	.	-9
O=C(CCN1C(=O)C2CCCCC2C1=O)Nc1nc2c(F)cc(F)cc2s1 (stereo not drawn)	7	5	-5	-0.2	0.8	1.3	-10	-1.1	5	-3	33
c1ccc(CSc2cc3ccccc3[nH]2)cc1	-17	-8	-8	-2.6	3.4	3.0	3	0.6	17	-18	-9
CCCn1nc2cc(C(=O)NCCc3cccs3)ccc2c1OCC	4	5	-12	0.3	-3.5	2.6	13	0.3	-3	20	1

Remaining list, next part.
SMILES	HTR5A inv ag	PKA-R1A activ	PKA-R2B act	Ecoli viability	OPRM1-OPRD1 ag	phage Ecoli inh	SUMO Mot1 rescue	AddAB inh	Tat export inh	OPRM1-OPRD1 inv	PfHsp90 yeast 2
O=C1CCCc2sc3c(c2N1)CCCCC3	20	0	-5	3.9	-2.2	0.3	-5	2.3	7	11	26
Cc1ccc2nc(SCC(=O)NNC(=O)c3ccccc3)[nH]c2c1	6	1	-1	1.3	-1.1	5.2	-18	5.6	-1	6	-41
Cc1cc2nnc(SCC(=O)OC(C)C)n2c2ccccc12	6	1	3	-0.8	-1.4	2.2	-13	3.3	-5	9	9
COC(=O)C1=NNC(C(=O)c2ccco2)C1c1ccccc1 (stereo not drawn)	-11	1	-1	-2.0	-3.1	1.6	0	-2.5	-7	16	-19
O=C(NC1CCCN(Cc2ccccc2F)C1)C1CCC1 (stereo not drawn)	-1	-3	-6	-1.9	-1.4	2.5	1	0.7	-5	8	8
Cc1ccc(S(=O)(=O)NC2c3cccc4cccc(c34)C2Sc2nncn2C)cc1 (stereo not drawn)	9	-9	-11	-3.4	-0.8	3.9	-8	0.0	-3	5	5
O=C(Cn1nnc(-c2ccccc2)n1)N1CCCCC1	-7	-3	-3	0.6	-3.1	-0.9	-10	3.3	11	14	-6
Cc1cccc(CSc2nc3c(c(=O)[nH]2)CCC3)c1	-1	3	12	-3.3	-2.1	3.6	-6	-2.7	1	14	6
CCNc1c(NC(C)=O)c(=O)oc2ccccc12	20	-14	-10	-1.7	0.1	2.5	70	-2.4	4	-1	10
Cn1c(=Nc2ccc(N3CCOCC3)cc2)ccc2ccccc21	0	-7	5	-0.4	-2.3	1.3	-2	0.2	-7	13	-21
Cc1nc(CS(=O)(=O)c2ccccc2)cc(Sc2ccccc2Cl)n1	1	4	1	-3.0	-2.3	2.6	-17	1.6	3	12	.
O=C(NCCCn1ccnc1)c1nc(Cn2cc(Br)cn2)no1	-19	-6	-10	-0.3	-2.8	2.4	.	3.2	-5	14	-15
O=C(NCC1OCCc2ccccc21)c1ccco1 (stereo not drawn)	-24	-7	-12	-1.6	-5.6	1.1	-10	0.2	-7	23	8
COc1cc2c(cc1OC)C(c1ccccc1OC(C)C)CC(=O)N2 (stereo not drawn)	-6	-3	-10	3.5	0.8	-1.2	0	1.6	1	-4	-11
O=C(O)CC(NC(=O)COc1ccccc1)c1cccc([N+](=O)[O-])c1 (stereo not drawn)	.	.	.	-2.2	.	2.9	-9	-1.0	-3	.	-16
NS(=O)(=O)c1ccc(CCNC(=O)c2cccc(OC(F)F)c2)cc1	-28	-3	3	-0.3	-0.7	-1.5	9	0.1	8	3	15
CCCCn1c(N)c(N(CCOC)C(=O)COC(=O)c2ccccc2NCCO)c(=O)[nH]c1=O	-18	-12	1	.	-1.6	0.3	.	.	1	6	.
O=C(Nc1cccc(O)c1)C(=O)Nc1ccccn1	5	9	8	-0.8	-2.3	2.6	-62	2.5	-5	12	30
O=C1C=C(c2ccccc2)C[C@@H](c2ccc3c(c2)OCO3)C1	-17	-9	-12	-0.2	-2.9	2.0	23	0.9	10	16	-40
Cn1c(=O)c2c(ncn2CC(=O)N2CCc3ccccc3C2)n(C)c1=O	.	10	-6	3.0	.	0.2	262	1.7	-6	.	6
Cc1ccccc1CCN1CCCC(CN(C)CC(C)(C)C)C1 (stereo not drawn)	11	1	-4	-1.6	-0.8	1.8	140	-0.4	-4	4	-1
COC(=O)c1ccc(NC(=S)NC2CCCCC2)cc1	-2	0	-2	4.0	1.1	4.5	110	3.2	4	-6	5
COC(=O)CSc1nnc(-c2ccccn2)n1N	-7	-2	-4	0.9	-1.9	-0.2	-24	0.9	-2	10	23
Cc1cc(Cl)nc(-c2ccccc2O)n1	11	7	1	-0.6	0.6	-1.4	9	-2.6	-1	-3	-4
FC(F)(F)c1cc(CCN2C(=S)NC[C@@H]2CC2CCCCC2)cc(C(F)(F)F)c1	-9	-6	-9	0.2	-1.3	1.0	219	-0.2	7	6	10

Next section.
SMILES	HTR5A inv ag	PKA-R1A activ	PKA-R2B act	Ecoli viability	OPRM1-OPRD1 ag	phage Ecoli inh	SUMO Mot1 rescue	AddAB inh	Tat export inh	OPRM1-OPRD1 inv	PfHsp90 yeast 2
CN(C)S(=O)(=O)c1ccc(N2CCCC2)c(C(=O)N2CCC(C(N)=O)CC2)c1	12	-4	-1	-0.6	-2.3	2.1	-1	1.9	-4	14	.
Cc1ccc(NC(=O)CCc2ccc(C)o2)cc1	-8	3	-6	1.7	-2.7	2.4	-3	0.0	7	13	-3
COc1ccc(Cl)cc1NC(=O)C/C(C)=N/NC(=O)c1ccc(O)cc1	12	-11	-9	.	-3.7	0.7	-7	.	24	19	6
CC(=O)Nc1ccc(NC(=O)CCCSc2nc3ccccc3[nH]2)cc1	-11	8	6	-1.2	-1.2	-0.4	-12	1.6	2	7	-5
COc1cc(S(=O)(=O)N2CCOCC2)ccc1NC(=O)CN1c2cccc3cccc(c23)S1(=O)=O	20	1	11	-0.3	-2.0	3.1	8	1.4	5	11	-29
COc1ccc(-n2c(=O)c(CCC(=O)NCCc3ccccc3F)nc3ccccc32)cc1	12	-4	1	0.5	-1.8	1.6	9	-1.3	3	7	9
CCN(CC)S(=O)(=O)c1ccc(C)c(NC(=O)CSc2nnnn2C)c1	-14	2	5	-1.7	-1.3	2.9	-6	0.8	2	5	12
Cn1c(Nc2ccc(Cl)cc2)cc(=O)n(C)c1=O	-11	1	-3	1.6	-0.5	-0.1	-3	1.6	-4	2	-3
CN(C)c1ccc(/C=N/NC(=O)c2nonc2N)cc1[N+](=O)[O-]	-2	-5	-8	0.9	-3.3	2.4	-15	1.9	-1	16	-16
CCCCn1c(C)cc(C)c(S(=O)(=O)c2ccccc2C)c1=O	1	4	-8	-1.2	2.4	2.2	.	0.2	10	-14	25
COc1ccc(NC2c3ccccc3C(=O)N2c2ccccn2)cc1 (stereo not drawn)	24	-14	4	1.9	-0.8	2.8	-11	1.8	1	4	-4
O=C(O)c1ccc(N2C(=O)c3cccc4cccc(c34)C2=O)cc1	-3	-3	-2	.	-2.4	0.3	-18	.	-2	12	-36
